Compound activity from PubChem.
14-3-3 Bad PPI: inhibitors of 14-3-3 zeta/Bad binding, primary screen, biochemical, TR-FRET, bovine 14-3-3 zeta. 14-3-3 protein zeta/delta (Bos taurus), P63103. TR-FRET 14-3-3zeta/Dy647-pBad peptide displacement, 1 h. inhibition, % at 21.7 µM. hit rate 0.71% among 220,000;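 active means inhibition above about 70%, limit read from the data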;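 further: 0% = full 14-3-3 plus peptide FRET controls and 100% = background without 14-3-3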
p47phox inh: p47phox/p22phox peptide binding inhibitors, primary screen, biochemical, uHTS, NADPH oxidase regulatory subunit; Neutrophil cytosol factor 1 (Homo sapiens), P14598; fluorescence polarization, 2 h; inhibition, % at 24.7 µM; hit rate 0.53% among 220,000; AID 1274, 2008;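 active means inhibition above about 30%, limit read from the data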;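 further: 0% = p47phox with labelled peptide and 100% = labelled peptide alone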
Target sequence (P14598 whole entry, looked up): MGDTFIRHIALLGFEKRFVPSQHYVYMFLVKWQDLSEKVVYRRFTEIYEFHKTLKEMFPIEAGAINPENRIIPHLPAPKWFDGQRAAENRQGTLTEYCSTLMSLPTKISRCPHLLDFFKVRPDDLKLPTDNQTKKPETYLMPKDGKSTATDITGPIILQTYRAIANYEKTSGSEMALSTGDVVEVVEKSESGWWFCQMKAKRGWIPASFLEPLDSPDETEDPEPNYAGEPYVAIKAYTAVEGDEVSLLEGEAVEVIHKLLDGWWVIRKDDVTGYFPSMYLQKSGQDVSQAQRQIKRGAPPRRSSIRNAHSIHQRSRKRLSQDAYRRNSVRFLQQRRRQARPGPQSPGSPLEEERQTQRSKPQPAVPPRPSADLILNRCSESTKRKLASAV
Hck-Nef inh: inhibitors of Nef-activated human Hck kinase, primary screen, biochemical, Z-Lyte FRET, 384-well, Hck-YEEI; Recombinant Hck-YEEI plus Nef, Z-Lyte FRET kinase assay; inhibition, % at 20 µM; hit rate 0.68% among 220,000; AID 463187, 2010;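 active means Hck-Nef kinase inhibition above about 50%, limit read from the data; inactive means inhibition below that limit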;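 further: 0% = DMSO with Hck plus Nef and 100% = Hck alone without Nef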
EBV gp42 inh: Epstein-Barr virus gp42 inhibitors, primary screen, biochemical, uHTS, fluorescence polarization. inhibition, % (tested at 21.74 µM). hit rate 0.42% among 220,000. Fluorescence polarization binding assay, mP read-out. Glycoprotein 42 (Epstein-Barr virus (strain AG876)), Q1HVG2. AID 1085, 2008; in the data active means inhibition above about 50%
Mdm2 ligase inh: MDM2-luciferase reporter signal enhancers, primary screen, MDM2 E3 ligase inhibitor project, cell-based, luminescence, 1536-well; E3 ubiquitin-protein ligase Mdm2 (Homo sapiens), Q00987; cell-based MDM2 ubiquitination luciferase reporter, 2 h; 0 = plate control, 100 = twice control, blank-subtracted; signal enhancement, % at 5 µM; hit rate 0.11% among 210,000; AID 1230, 2008;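 active means signal enhancement of 30% or more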;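 further: luminescence tracks abundance of the self-degrading MDM2-luciferase fusion protein; higher signal means inhibition of MDM2 E3 ligase activity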
Target sequence (Q00987 whole entry, looked up, the tested form may be a part): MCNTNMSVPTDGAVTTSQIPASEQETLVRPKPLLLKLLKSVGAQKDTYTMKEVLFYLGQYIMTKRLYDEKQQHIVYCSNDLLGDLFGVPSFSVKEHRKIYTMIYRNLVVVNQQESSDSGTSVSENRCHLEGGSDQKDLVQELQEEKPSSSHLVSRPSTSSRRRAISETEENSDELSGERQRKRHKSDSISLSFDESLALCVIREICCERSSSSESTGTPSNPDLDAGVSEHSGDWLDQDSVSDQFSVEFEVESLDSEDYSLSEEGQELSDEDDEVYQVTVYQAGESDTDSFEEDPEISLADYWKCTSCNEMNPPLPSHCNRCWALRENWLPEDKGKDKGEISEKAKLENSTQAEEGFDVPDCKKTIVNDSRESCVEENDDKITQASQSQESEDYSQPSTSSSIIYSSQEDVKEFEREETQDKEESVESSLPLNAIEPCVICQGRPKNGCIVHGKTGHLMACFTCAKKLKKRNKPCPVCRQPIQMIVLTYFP
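test system = mammalian cells stably expressing self-ubiquitinating, self-degrading MDM2 E3–luciferase fusion | quantity = 2000 cells/well | incubation = cell settling 4 h, compound treatment 2 h, both 37 °C | signal = luminescence with SteadyLite reagent, 15 min at room temperature | evaluation = % enhancement relative to plate controls after blank subtraction | benchmarks = plate controls and plate blanks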
Runt-SMMHC FRET: inhibitors of RUNX1 Runt–CBFb-SMMHC binding, primary screen, biochemical, FRET, Cerulean-Runt, Venus-CBFb-SMMHC, uHTS. inhibition, % at 20 µM. AID 1434, 2008. hit rate 0.74% among 220,000. Cerulean-Runt/Venus-CBFb-SMMHC FRET ratio 530/480, 1 h. Runt-related transcription factor 1 (Homo sapiens) + Core-binding factor subunit beta …;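 active means mean inhibition across duplicate retests at 20 µM reaching about 50%, limit read from the data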;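 further: 0% = DMSO wells and 100% = wells with excess untagged CBFb-SMMHC; inhibitors lower the FRET ratio by blocking Runt binding to CBFb-SMMHC; some results filed as inactive read as strong as hits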
L929 necroptosis: inhibitors of zVAD-triggered necroptosis, primary screen, L929 cells. L929 zVAD necroptosis rescue, ATP luminescence, 24 h; with zVAD 60 µM. viability rescue, % at 10 µM. hit rate 0.38% among 220,000;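 active means activation, scaled between plate controls, above about 75%, limit read from the data; inactive means activation under that limit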;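 further: 0% = zVAD with DMSO and 100% = DMSO alone without zVAD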
TbHK1 inh: Trypanosoma brucei hexokinase 1 inhibitors, primary screen, biochemical, G6PDH-coupled NADH absorbance, MLSCN library. hexokinase 1 [Trypanosoma brucei]. recombinant TbHK1, G6PDH-coupled NADH A340. inhibition, % at 10 µM. hit rate 0.11% among 220,000. AID 1430, 2008;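 active means inhibition of 50% or more in the single-dose primary screen; inactive means inhibition below 50%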
Runt-CBFb FRET: inhibitors of RUNX1 Runt–CBFb binding, primary screen, biochemical, FRET, Cerulean-Runt, Venus-CBFb, uHTS; hit rate 0.46% among 220,000; Cerulean-Runt/Venus-CBFb FRET ratio 530/480, 1 h; inhibition, % at 20 µM; Runt-related transcription factor 1 (Homo sapiens) + Core-binding factor subunit beta …;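 active means inhibition over about 50% at 20 µM in the single-dose screen, limit read from the data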;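 further: 0% = DMSO wells and 100% = excess unlabeled CBFb competitor control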
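Assay system: Cerulean-Runt domain / Medium: Tris 50 mM pH 7.5, KCl, K2SO4, 0.01% BSA / Timing: protein complex preformed 1 h, compound exposure 1 h, room temperature, dark / Measured by: FRET, excitation 422 nm, emission at 530 and 480 nm / Evaluation: loss of energy transfer signal / Control set: 5 µM unlabeled CBFb as full-inhibition high control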
The depositor's hits bear a star; / = no result given; [ ] = dose if it differs, or a comment.

cpd	molecule	14-3-3 Bad PPI	p47phox inh	Hck-Nef inh	EBV gp42 inh	Mdm2 ligase inh	Runt-SMMHC FRET	L929 necroptosis	TbHK1 inh	Runt-CBFb FRET
1	CCCC(=O)NNC(=O)CC(=O)Nc1ccccc1C(=O)O	-1	-2	10	-12	-10	-1	-0.8	-20	2
2	C/C(=N/NC(=O)c1ccoc1C)c1ccc(NC(=O)C2CCCC2)cc1	-1	-7	6	-8	-14	2	12	-2	-1
3	O=C(OCc1cccnc1)C1=Cc2ccccc2OC1	-5	8	7	-3	-5	6	0.2	-6	1
4	O=C(O)CN=C(NS(=O)(=O)c1ccc(Cl)cc1)c1ccccc1	-3[fluorescence artefact?]	-2	1	-21	-13	-18	-0.2	3	0
5	O=C(O)c1n[nH]c2c1CCCC2	-9	-5	-1	-5	-7	-2	0.1	1	0
6	Cc1cccc(C)c1OC1(c2ccccc2)OC(=O)c2ccccc21 (stereo not given)	-1	-12	1	-12	-8	-12	0.0	5	/
7	CCOc1ccc2[nH]c(=S)[nH]c2c1	12	-13	2	-19	-9	2	-0.2	-1	6
8	CN(C)S(=O)(=O)c1ccc(/C(O)=C2/C(=O)C(=O)N(Cc3cccnc3)C2c2cccs2)cc1 (stereo not given)	-15	2	-3	-17	-3	-3	0.4	-24	1

Retrieved by structure from the list above, 3 records:
cpd	molecule	14-3-3 Bad PPI	p47phox inh	Hck-Nef inh	EBV gp42 inh	Mdm2 ligase inh	Runt-SMMHC FRET	L929 necroptosis	TbHK1 inh	Runt-CBFb FRET
6	Cc1cccc(C)c1OC1(c2ccccc2)OC(=O)c2ccccc21 (stereo not given)	-1	-12	1	-12	-8	-12	0.0	5	/
2	C/C(=N/NC(=O)c1ccoc1C)c1ccc(NC(=O)C2CCCC2)cc1	-1	-7	6	-8	-14	2	12	-2	-1
4	O=C(O)CN=C(NS(=O)(=O)c1ccc(Cl)cc1)c1ccccc1	-3[fluorescence artefact?]	-2	1	-21	-13	-18	-0.2	3	0

(listing goes on)
cpd	molecule	14-3-3 Bad PPI	p47phox inh	Hck-Nef inh	EBV gp42 inh	Mdm2 ligase inh	Runt-SMMHC FRET	L929 necroptosis	TbHK1 inh	Runt-CBFb FRET
9	COc1ccc(CNC(=O)Cc2ccc(OC)c(S(=O)(=O)N3CCOCC3)c2)cc1	9	-2	0	4	-6	2	-0.3	4	-1
10	COc1ccc(/C(C)=N/OCC(=O)N=Nc2c(O)[nH]c3ccccc23)cc1	4	7	3	-3	-9	0	1.3	-13	0
11	O=C(Cn1c(CN2CCCCC2)nc2ccccc2c1=O)NC1CCCCC1	-4	-11	-1	-7	-30	0	-0.9	4	/
12	O=C(COC(=O)COc1ccc2ccccc2c1)Nc1cc(C(F)(F)F)ccc1N1CCOCC1	-7	-20	1	-17	-11	-5	0.6	-12	-2
13	Cc1cc(C)c2c(=O)[nH]c(SCC(=O)NCc3ccccc3)nc2n1	-10	-6	0	-28	-19	-2	0.6	-10	0
14	Cc1cc(C)nc(Nc2n[nH]c(-c3ccccc3Br)n2)n1	1	-5	9	0	-7	2	0.1	1	0
15	CCOC(=O)N1CCC(NC(=O)CSCc2cnn(-c3ccccc3)c2-n2cccc2)CC1	2	-4	0	-6	3	3	-0.4	2	0
16	O=C1/C(=C/c2cccnc2)CC/C1=C\c1cccnc1	-14	-7	10	-11	-3	2	-0.1	-40	-1

More records
cpd	molecule	14-3-3 Bad PPI	p47phox inh	Hck-Nef inh	EBV gp42 inh	Mdm2 ligase inh	Runt-SMMHC FRET	L929 necroptosis	TbHK1 inh	Runt-CBFb FRET
17	CCNC(=O)CC1C(=O)N(c2ccc(C)cc2)C(=O)N1CCc1ccc(OC)c(OC)c1 (stereo not given)	3	-10	0	-14	-15	7	-0.3	-5	8
18	c1ccc(CNC2=NCCCCC2)cc1	-1	-4	4	-19	-10	3	0.0	7	0
19	O=C(NC1CCCCCC1)C(=S)N1CCOCC1	5	-6	5	-18	0	13	1.2	5	45
20	COc1ccc(N2CCN(C(=O)Cc3ccc(-n4c(=O)[nH]c5ccccc5c4=O)cc3)CC2)cc1	-6	-9	0	-28	-10	2	1.7	5	-1
21	CCn1c(=NC(=O)CSC(C)=O)sc2cc(F)ccc21	3	-1	0	-9	-2	-2	-1.1	-3	2
22	O=C(O)c1ccccc1-n1cccc1C(=O)O	8	2	-6	-16	0	-8	1.5	-8	1
23	O=S(=O)(NCCC(c1ccc(F)cc1)c1ccco1)c1ccccc1 (stereo not given)	2	-11	1	15	-14	-1	0.1	10	2
24	COCCCNC(=O)c1c[nH]c2ccc(S(=O)(=O)N3CCC(C)CC3)cc2c1=O	21	0	-2	-3	-23	0	0.1	-8	-6

(listing goes on)
cpd	molecule	14-3-3 Bad PPI	p47phox inh	Hck-Nef inh	EBV gp42 inh	Mdm2 ligase inh	Runt-SMMHC FRET	L929 necroptosis	TbHK1 inh	Runt-CBFb FRET
25	O=C(OCCN1CCOCC1)c1cccs1	8	-3	3	0	-12	-2	-0.9	-6	1
26	O=C(CN1C(=O)C2CCCCC2C1=O)OCC(=O)c1ccc(Cl)s1 (stereo not given)	-4	-8	9	-10	0	-9	2.4	1	-2
27	CCN(CC)S(=O)(=O)c1cccc2cccnc12	5[fluorescence artefact?]	-38	2	-5	-15	-2	1.6	3	3
28	OCCNNC(=S)NC1CC2C=CC1C2 (stereo not given)	-4	-10	8	-19	-21	-4	0.7	-6	2
29	CCC(C)Sc1nc2c(cnn2-c2ccc(C)c(C)c2)c(=O)[nH]1 (stereo not given)	25	-2	7	-24	-1	-1	3.1	-4	0
30	CC(=O)Nc1ccc(NC2(C)C(=O)c3ccccc3C2=O)cc1	-8	-10	5	-14	-16	1	1.3	2	1
31	CSc1ncccc1C(=O)OCc1ccc(Br)cc1	-6	-4	-5	-2	5	-1	0.9	-1	-6
32	COc1cccc(C(=O)NC2CCN(C(=O)N3CCCCC3)CC2)c1	23	2	3	-14	-47	0	2.8	4	-1

Remaining list, next part.
cpd	molecule	14-3-3 Bad PPI	p47phox inh	Hck-Nef inh	EBV gp42 inh	Mdm2 ligase inh	Runt-SMMHC FRET	L929 necroptosis	TbHK1 inh	Runt-CBFb FRET
33	CC(=O)N(Cc1ccc(Br)cc1)c1cccc(C)c1C	-8	-12	9	0	-2	0	0.9	-10	-2
34	CN(CCc1ccccn1)c1ccc([N+](=O)[O-])cn1	-4	-6	15	-18	-8	-4	1.0	-21	0
35	NC1=NC[C@H](Cc2ccc(O)cc2)N1CCc1cccc2ccccc12	4	63*	35	0	-2	0	-0.1	4	1
36	O=C(NCCO)Nc1ccc2nc(-c3ccco3)c(-c3ccco3)nc2c1	80*	-21	28	49	-18	-176	0.3	-9	-239
37	CCc1nnc(NC(=O)C(=O)NCCOC(=O)c2ccccc2)s1	-2[fluorescence artefact?]	-12	-2	1	/	-4	-0.2	-13	2
38	c1cc2c(cc1-n1cnnn1)OCO2	-22	-7	25	11	-13	-5	5.0	-3	1
39	COc1ccc(C)cc1NC(=O)C(OC(=O)CNC(=O)c1cccc(F)c1)c1ccccc1 (stereo not given)	-4[fluorescence artefact?]	-3	-2	-16	-6	-3	0.8	-1	0
40	O=C(Cn1cnc2ccccc2c1=O)Nc1nnc(SCc2ccccc2)s1	/	1	1	-9	-17	2	0.0	0	-3

(next part)
cpd	molecule	14-3-3 Bad PPI	p47phox inh	Hck-Nef inh	EBV gp42 inh	Mdm2 ligase inh	Runt-SMMHC FRET	L929 necroptosis	TbHK1 inh	Runt-CBFb FRET
41	Cc1c(C)n(C(=O)CN2CCN(c3ccccc3)CC2)c2ccccc12	11	3	3	-21	-7	3	0.1	-15	-2
42	COc1cc(OC)cc(C(=O)NCC(=O)OCC(=O)c2cc(C)n(Cc3ccco3)c2C)c1	-2	-32	1	-6	-88	-4	/	3	-2
43	CCOCCCNC(=O)c1ccc2c(=O)n(CCCOCC)c(=S)[nH]c2c1	-2	2	25	-10	-7	0	0.1	-8	-5
44	O=C(Nc1cccnc1)c1scc2c1OCCO2	-3	4	1	-1	11	1	1.0	-5	4
45	CCC1(CC)Cc2ccccc2C(=O)N1	3	-2	16	-5	-3	-1	0.0	3	0
46	O=C(CSCc1c(Cl)cccc1Cl)Nc1ccc2c(c1)OCCO2	-8	-15	3	-4	-4	4	/	-1	-1
47	CCCN1CNC(=S)N(c2ccc(C)cc2C)C1	-5	-1	3	-12	-4	0	-0.9	5	-1
48	Cc1cc(NC(=O)CSC2=NCCS2)no1	-6[fluorescence artefact?]	-5	1	-6	11	-1	0.3	0	-1

(more compounds)
cpd	molecule	14-3-3 Bad PPI	p47phox inh	Hck-Nef inh	EBV gp42 inh	Mdm2 ligase inh	Runt-SMMHC FRET	L929 necroptosis	TbHK1 inh	Runt-CBFb FRET
49	COCCCNC(=O)c1ccc(NC(C)=O)cc1	4	4	14	-6	0	-2	1.8	-5	0
50	COc1ccc(NC(=O)c2ccc3c(c2)NC(=O)CS3)cc1S(=O)(=O)Nc1ccc(Br)cc1	1	-27	4	-11	-14	15	0.9	-3	42
51	COc1ccc(NC(=S)N(CCN2CCOCC2)C2CCN(C(C)=O)CC2)cc1Cl	-12	1	23	5	-13	1	0.2	3	2
52	Nc1cc(C(=O)O)ccc1N1CCCCCC1	1	-2	-1	-4	15	-2	0.2	1	0
53	COC(=O)Nc1ccc(S(=O)(=O)N2CCCC(C(=O)N3CC(C)OC(C)C3)C2)cc1 (stereo not given)	-2	-5	2	-8	-13	-1	-0.6	-6	0
54	O=C(Nc1ccc(-c2csc(Nc3cccc(C(F)(F)F)c3)n2)cc1)c1ccccc1	0	-15	26	-21	15	3	83*	-39	3
55	CCOC(=O)C1CCN(C(=O)COC(=O)CCOc2ccc(C)cc2)CC1	-3	0	0	10	-11	-4	0.0	1	-1
56	O=C(c1n[nH]c(=O)c2ccccc12)N1CCN(c2ccc(F)cc2)CC1	0	0	4	-20	-3	0	0.5	3	-1
